# Screening results: PubChem BioAssay, The Scripps Research Institute Molecular Screening Center
# TbREL1 primary = TbREL1 RNA ligase inhibitors, primary screen, biochemical, FRET fluorescence; AID 1117264, 2014; RNA-editing ligase 1, mitochondrial (Trypanosoma brucei brucei), P86926; 0.49% of 89,000 active; inhibition, % at 9.66 µM; TbREL1 RNA ligation;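 active = inhibition above the mean inhibition across all screened compounds plus 3 SD, cut at about 11% in these data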;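 also: 0% = plate median of test wells and 100% = NSC42067 control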
# Target sequence (P86926 whole entry, looked up): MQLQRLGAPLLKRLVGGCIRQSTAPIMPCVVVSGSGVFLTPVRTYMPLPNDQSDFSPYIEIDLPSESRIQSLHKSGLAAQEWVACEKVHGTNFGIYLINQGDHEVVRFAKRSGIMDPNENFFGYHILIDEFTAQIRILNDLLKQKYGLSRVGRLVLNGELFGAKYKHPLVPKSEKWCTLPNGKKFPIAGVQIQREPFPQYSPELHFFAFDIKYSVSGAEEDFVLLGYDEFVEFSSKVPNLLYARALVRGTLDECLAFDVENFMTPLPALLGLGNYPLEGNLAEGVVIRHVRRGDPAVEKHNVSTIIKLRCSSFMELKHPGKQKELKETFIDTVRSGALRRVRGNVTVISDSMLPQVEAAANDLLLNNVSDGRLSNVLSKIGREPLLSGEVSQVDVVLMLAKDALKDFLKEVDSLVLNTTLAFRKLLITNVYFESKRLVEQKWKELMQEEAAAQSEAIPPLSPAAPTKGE
# * hit, by the source's call. Not all compounds are listed. The share of hits here may be higher or lower than overall.
compound	TbREL1 primary
Cc1cc(C)cc(OCC(=O)OCC(=O)Nc2cc(C)nn2-c2ccccc2)c1	1
CC1(C)CC(=O)C(C=NCCN2CCN(C(=S)NC3CCCCC3)CC2)=C(O)C1	-6
Cn1c(CC(=O)Nc2ccccc2Cl)nnc1SCC(=O)NC1=NCCS1	-1
CCn1cc(CNC(=S)Nc2cccc(Cl)c2C)cn1	-6
CCOc1cc(C(=O)N2CCN=C2SC)cc(OCC)c1OCC	-3
Cn1cccc1-c1nc2ccccc2[nH]1	-3
COC(=O)[C@]12C[C@H](CC(=O)NCc3ccc(OC)c(OC)c3)C(=O)N(Cc3ccc(Cl)cc3Cl)C1=C[C@H](C1CCCC1)O[C@@H]2C	-1
Nc1scn[n+]1Cc1cccc2cccnc12	2
Cn1c(Cn2c(=O)sc3ccccc32)nnc1SCC(=O)NC1CCCC1	5
N#CCCn1cc(C(=O)Nc2ccccc2Br)c(-c2cc3ccccc3o2)n1	1
O=C(O)CCCC(=O)Nc1ccc(N2CCCC2)cc1	10
CC1CCc2sc(C(=O)N3CCN(c4ncccn4)CC3)cc2C1 (stereo unspecified)	-2
CCOC(=O)[C@@]12CCCC=C1N(CCc1ccc(Cl)cc1)C(=O)[C@H]2CC(=O)NCc1ccccc1	-4
COc1ccc(-c2cc(-c3nc4ccccn4c3NCc3ccccc3)ccc2OC)cc1	-5
Cc1ccc(S(=O)(=O)N2CCC(C(=O)NCCCN3CCCCCC3)CC2)cc1	0
CO/N=C/NC(=O)c1cn(-c2ccc(F)cc2)c(=O)c2ccccc12	4
O=S(=O)(Nc1cc(S(=O)(=O)N2CCOCC2)ccc1O)c1ccc2c(c1)OCCCO2	4
O=C(Nc1cccnc1)c1noc2c1CCCC2	0
COc1ccc(/C=N\NS(=O)(=O)c2ccc(Cl)cc2)cc1COc1ccccc1[N+](=O)[O-]	-3
COc1ccc(/C=C(/NC(=O)c2ccco2)C(=O)NCCc2ccccc2)cc1	0
Cn1c(NCc2ccccc2)cc(=O)n(C)c1=O	2
CCN(C(=O)COC(=O)c1cnc(C)cn1)C1CCS(=O)(=O)C1 (stereo unspecified)	-3
COc1ccc(CC(=O)NC(C)c2ccc(Cl)c(Cl)c2)cc1S(=O)(=O)N1CCOCC1 (stereo unspecified)	-3
CCCCn1c(N)c(N(CCOC)C(=O)c2c(CC)noc2C)c(=O)[nH]c1=O	1
O=C(NCCc1c[nH]c2ccccc12)[C@H](Cc1c[nH]c2ccccc12)NC1(C(=O)NC2CCCCC2)CCCCCCC1	-4
CC(=O)N1CCN(Cc2nc3cc(NC(=O)c4ccccc4C)ccc3n2C)CC1	-1
COc1ccc(NC(=O)C(NC(=O)Cc2cccs2)c2ccc(C)cc2)cc1 (stereo unspecified)	-1
Nc1ccn([C@@H]2O[C@H](C(=O)N3CCN(CCO)CC3)[C@@H](O)[C@H]2O)c(=O)n1	-2
COc1ccccc1NC(=O)Cn1ccn(-c2cccc3ccccc23)c(=O)c1=O	0
COc1cc(/C=N/N2C(=O)C3C4c5ccccc5C(c5ccccc54)C3C2=O)ccc1O (stereo unspecified)	-4

# Part of the list above in order of formula weight, smallest number first:
compound	TbREL1 primary
O=C(Nc1cccnc1)c1noc2c1CCCC2	0
O=C(O)CCCC(=O)Nc1ccc(N2CCCC2)cc1	10
CCOc1cc(C(=O)N2CCN=C2SC)cc(OCC)c1OCC	-3
Cc1cc(C)cc(OCC(=O)OCC(=O)Nc2cc(C)nn2-c2ccccc2)c1	1
Cc1ccc(S(=O)(=O)N2CCC(C(=O)NCCCN3CCCCCC3)CC2)cc1	0

# (more compounds)
compound	TbREL1 primary
O=C(O)c1csc(-c2ccccc2)n1	1
Cc1ccc(S(=O)(=O)NC2(C(F)(F)F)NC(=O)N(c3ccccc3F)C2=O)cc1 (stereo unspecified)	-1
Cc1ccc(S(=O)(=O)N2CCN=C2SCc2ccc(Cl)c(Cl)c2)cc1	6
CCOC(=O)Cc1csc(NC(=O)C2CCCN(S(=O)(=O)c3cnc[nH]3)C2)n1 (stereo unspecified)	2
Cn1c(CNC(=O)CCNC(=O)c2ccc(F)c(F)c2)cc(=O)n(C)c1=O	2
CCCc1ccc2ccc3ccccc3c2n1	2
CCOc1cc(C=O)ccc1OCCSc1ccc(Cl)cc1	3
COc1cc(O)c(C(CC(=O)N2CCCC(C)C2)c2ccc3c(c2)OCO3)c(OC)c1 (stereo unspecified)	-1
CC(=O)Nc1ccc(S(=O)(=O)N2CCCCC2C(=O)O)cc1 (stereo unspecified)	-1
Cc1ccccc1C[n+]1cccc2ccccc21	7
CC(C)Oc1ccc(Cc2cnc(=S)[nH]c2N)cc1	0
CC1CCN(CC(=O)Nc2ccc(S(=O)(=O)N3CCC(C)CC3)cc2)CC1	7
O=C(c1ccc(F)cc1)c1c[nH]c(C(=O)NCc2ccco2)c1	2
O=c1[nH][nH]c2c1[C@H](CCc1cccc(Cl)c1)O[C@H](CCc1ccccc1)C2	-3
O=C1CCc2cc(S(=O)(=O)N3CCC(C(=O)Nc4nccs4)CC3)ccc2N1	0
CC(=O)Nc1ccc(S(=O)(=O)NCCC(=O)N2CCc3ccccc32)cc1	-5
COC(=O)c1c(NC(=O)C2COc3ccccc3O2)sc2c1CCN(C(C)=O)C2 (stereo unspecified)	-3
COc1ccc(OC)c(NC(=O)CN(Cc2ccc(F)cc2)C2CCCCC2)c1	4
CC1CCCC(NC(=O)CN(C)S(=O)(=O)c2cccc3cccnc23)C1C (stereo unspecified)	1
CCCCn1c(NCc2ccc(N(C)C)cc2)nc2ccccc21	-4
Cc1cc(NC(=O)CSc2nc3c(C)cccc3cc2C)no1	0
Cc1cccc(/C(N)=N/OC(=O)CCCc2ccccc2)c1	2
CCC1COCCS(=O)(=O)N1Cc1cccc(Cl)c1 (stereo unspecified)	0
C=Cc1ccc(CC2(C)C(=O)Nc3ccc(-c4cccnc4)cc32)cc1 (stereo unspecified)	3
Cc1ccc(NC(=S)NCc2ccc3c(c2)OCO3)cc1	-5
CCOc1ccc2nc3sc(C(=O)N4CCOCC4)c(N)c3cc2c1	-4
COc1ccc(-n2nc3cc(C)c(NC(=S)NC(=O)c4ccccc4C)cc3n2)cc1	-2
Cc1ccc(N2CC(C(=O)NCc3cccs3)CC2=O)cc1 (stereo unspecified)	7
COc1ccc(S(=O)(=O)N(C)C[C@H]2Oc3cc(Br)ccc3S(=O)(=O)N([C@H](C)CO)C[C@H]2C)cc1	0
COc1ccc(C(=O)Nc2ccc(NC(=O)c3ccccc3F)cn2)cc1	6
CCCS(=O)(=O)NC(=O)C1(C)CCN(C(=O)c2ccc(F)c(C)c2)C1 (stereo unspecified)	-3
CN(C)C(CNC(=O)c1cccc(C(F)(F)F)c1)c1ccco1 (stereo unspecified)	-2
CCOC(=O)CCCNC(=O)COC(=O)c1cc(C)cc(C)c1	0
CN(CCc1ccccc1)C(=O)c1cc2ccccn2n1	-1
CC1CN(S(=O)(=O)c2cccc(C(F)(F)F)c2)C(C)N1C(=O)N1CCOCC1 (stereo unspecified)	-2
NC1=NC(=O)C(Cc2cc(Cl)ccc2Cl)S1 (stereo unspecified)	0
O=C(c1cccc(Oc2c(Cl)cccc2[N+](=O)[O-])c1)N1CCOCC1	3
COC(=O)C1C(=O)c2c(C)noc2CC1(C)C (stereo unspecified)	0
CN(Cc1ccccc1C#N)S(=O)(=O)c1cccs1	1
CC(=O)N1CCc2cc(S(=O)(=O)CCC(=O)NCc3cccs3)ccc21	1
COc1ccc(C(=O)N(Cc2sccc2C)C2CCS(=O)(=O)C2)cc1 (stereo unspecified)	-3
CCN(C(=O)CSc1nnc(C)n1-c1ccc(C)cc1)c1c(N)n(Cc2ccccc2)c(=O)[nH]c1=O	-3
O=S(=O)(NCc1ccco1)c1ccc(Cl)nc1	1
N#CCCn1cc(/C=N/N=C2\NC(=O)C(CC(=O)O)S2)c(-c2ccc(F)cc2)n1 (stereo unspecified)	4
CCOc1ccc(-c2n[nH]c(C)c2-c2ccccn2)c(O)c1	-1
CCc1cc(OCCCSc2nc(C)cc(=O)[nH]2)ccc1Cl	3
CCn1cnc2c(NCc3cccnc3)nc(C#N)nc21	4
CCCn1c(N)c(C(=O)CN(C)CC(=O)Nc2ccccc2CC)c(=O)[nH]c1=O	1
CN(Cc1ccccc1F)C(=O)Cn1c(-c2cncs2)nc2ccccc21	-2
COc1ccc(-c2noc(CN(C)C(=O)c3ccc4c(c3)OCO4)n2)cc1	-1
CN(CC(=O)Nc1ccccc1C(F)(F)F)C(=O)C1=COCCO1	3
Cc1nc(COC(=O)c2ccc(CO)cc2)cs1	0
O=c1[nH]c2c(cnn2-c2ccc(Cl)cc2)c(=O)n1-c1cccc(Cl)c1	1
CC(NC(=O)CSc1ncccc1C(=O)O)C1CC2CCC1C2 (stereo unspecified)	3
COCc1cc(=O)[nH]c(/N=C(\N)Nc2ccc(Cl)c(Cl)c2)n1	4
S=C(Nc1ccccc1Cl)N1CCCC(c2ccccc2)=N1	-2
CCOc1ccc2c(c1)c1nnc(SCC(=O)N3CCC(C)CC3)nc1n2C	-2
O=C(O)/C=C\C(=O)Nc1ccccc1F	2
Cc1cc(C(=O)NNc2ccc(F)cc2F)no1	2
O=C(CCCc1ccccc1)NCCC1=CCCCC1	-1

# The results go on:
compound	TbREL1 primary
CCOCc1nnc(NC(=O)CS(=O)(=O)c2ccc(C)cc2)s1	0
COc1ccc(Br)cc1CNC(=O)CCCc1cn(C)c2ccccc12	-5
CCS(=O)(=O)N1Cc2ccccc2CC1C(=O)N1CCN(c2ccccc2)CC1 (stereo unspecified)	4
O=C(/C=C/c1ccc(F)cc1)N1CCc2ccccc2C1	5
CC1CC1C(=O)N(C)CC(=O)Nc1ccccc1Br (stereo unspecified)	-1
CCCCn1c(Cc2ccccc2)nnc1SCC(=O)N1CCOCC1	-1
Cc1ccc(OCC(=O)NNC(=O)c2ccc(NC(=O)C3CC3)cc2)c(C)c1	0
COc1ccccc1/C=C1\SC(=S)N(CCC(=O)NNC(=O)c2ccccc2OC)C1=O	0
O=C(O)C1=C[C@@H](c2ccc(C(F)(F)F)cc2)C[C@@H](OCCCCO)O1	0
O=C(NCc1cccnc1)c1cccc(S(=O)(=O)N2CCCCC2)c1	3
CCOC(=O)c1ccc(NC(=S)Nc2cccc(C)n2)cc1	-4
COc1ccc(CNC(=O)CN(Cc2ccc(F)cc2)C(=O)c2csnn2)cc1	-1
COc1cccc(C2=NO[C@@H]3C(=O)N(c4ccc5c(c4)OCCO5)C(=O)[C@H]23)c1OC	-4
Cc1cc(C(=O)NNc2ccccc2F)no1	4
CSc1ccccc1C(=O)NC1CCCN(c2ccc(C(F)(F)F)cn2)C1 (stereo unspecified)	0
O=c1c2cc(Br)ccc2nc(-c2cccc(C(F)(F)F)c2)n1O	4
O=S(=O)(/N=C(/Nc1ccccc1)C(F)(F)F)c1ccccc1	-3
CCCCCCN1C[C@@H](n2cc(C3CC3)nn2)[C@H](O)C[C@@H]1c1ccccc1	-1
O=C(OCc1ccccc1)c1cccc(-c2nnn(Cc3ccccc3)n2)c1	4
c1ccc2cc(CN3CCOCC3)ccc2c1	-2
C[C@@H]1CN([C@@H](C)CO)C(=O)CCCn2nncc2CO[C@H]1CN(C)Cc1ccc(-c2ccccc2)cc1	-5
Cc1ccc(C(C)C)c(OCC(=O)Nc2ccc(Cl)cn2)c1	1
Cc1nc(CN(C)C(=O)c2ccccc2OC2CCN(S(C)(=O)=O)CC2)cs1	3
O=C(Nc1ccccc1)c1cc(S(=O)(=O)N2CCCCC2)ccc1N1CCOCC1	-3
O=C1CSc2ccc(C(=O)N3CCCC(C(=O)N4CCCN(Cc5ccccc5)CC4)C3)cc2N1 (stereo unspecified)	-1
CC1CCN(CCOCCOc2ccc(Br)cc2Cl)CC1	8
Oc1ccc(-c2cccc(-c3ccc(O)cc3)n2)cc1	-2
Cc1ccc(NC(=O)CN(C)C(=O)C2COc3ccccc3O2)cc1 (stereo unspecified)	2
COc1ccc(OC)c(S(=O)(=O)Nc2cc(C(=O)O)ccc2N2CC3CC(C2)c2cccc(=O)n2C3)c1 (stereo unspecified)	2
CC1Cc2cc(S(=O)(=O)NCc3ccccc3)ccc2N1C(=O)C1CC1 (stereo unspecified)	-2

# Reprinted from the results shown for reference:
compound	TbREL1 primary
COc1ccc(OC)c(S(=O)(=O)Nc2cc(C(=O)O)ccc2N2CC3CC(C2)c2cccc(=O)n2C3)c1 (stereo unspecified)	2
CC1Cc2cc(S(=O)(=O)NCc3ccccc3)ccc2N1C(=O)C1CC1 (stereo unspecified)	-2

# (listing goes on)
compound	TbREL1 primary
Cc1c(C(=O)NCc2ccc3c(c2)OCO3)oc2ccc(Br)cc12	5
Cc1nn(C)c(C)c1NS(=O)(=O)c1ccc(Cl)cc1	-1
O=c1[nH]n(-c2ccc(Cl)cc2)c2ncccc12	-3
COc1ccccc1C(=O)Nc1nc(N)n(-c2ccccc2)n1	0
Clc1ccc(-c2csc(N3CCc4ccccc4C3)n2)cc1	-1
COc1cc(C(=O)NCCOc2cc(C)cc(C)c2)c(Br)c(OC)c1OC	-1
COc1ccc(C(=O)NC(=S)Nc2ccc(S(=O)(=O)Nc3cc(OC)ncn3)cc2)cc1	1
O=C(CCN1CCN(c2ccc(F)cc2)CC1)Nc1ccc(F)cc1	-3
COCCN1C(=O)c2ccc(C(=O)O)cc2C1=O	1
FC(F)(F)c1cccc(-c2nnc3ccc(C(F)(F)F)cn23)c1	-2
CC(=O)c1cccc(N2C(=O)C3C(C(=O)Nc4cc(C)on4)C4(C)C=CC3(O4)C2C(=O)NC(C)(C)C)c1 (stereo unspecified)	-1
CCNC(=O)OCC(CC)NC(=O)OCC(C)C (stereo unspecified)	2
